Source: PubChem BioAssay
RGS4 act: potentiators or activators of RGS4. HEK293 M3R/inducible RGS4, carbachol calcium flux Fluo4; stronger effect = lower value. B-score at 10 µM. 310,000 compounds, 0.92% hits;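 active = B-score of the integrated calcium signal more than 4 SD below the library mean, with starting fluorescence not abnormally high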;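 note: negative B-score means reduced calcium response which marks RGS4 activation or potentiation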
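Material: Inducible-RGS4 HEK293 cells carrying M3 receptor; also added: carbachol at ECmax as muscarinic agonist stimulus; incubation: compound preincubation 20 min at room temperature before agonist; signal: Fluo4-AM (2 µM) calcium-flux fluorescence, kinetic read; measure: integrated calcium ratio converted to B score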
KCNK3 block: human KCNK3 channel inhibition, primary screen | AID 602410 | B-score at 10 µM | O14649 | CHO-KCNK3 thallium flux, FluxOR fluorescence; stronger effect = lower value | 340,000 compounds, 0.84% hits;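 active = B-score under library mean minus 4 SD, starting fluorescence ratio at most library mean plus 5 SD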;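 note: more negative B-score means stronger inhibition of thallium flux through KCNK3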
Target sequence (O14649 whole entry, looked up): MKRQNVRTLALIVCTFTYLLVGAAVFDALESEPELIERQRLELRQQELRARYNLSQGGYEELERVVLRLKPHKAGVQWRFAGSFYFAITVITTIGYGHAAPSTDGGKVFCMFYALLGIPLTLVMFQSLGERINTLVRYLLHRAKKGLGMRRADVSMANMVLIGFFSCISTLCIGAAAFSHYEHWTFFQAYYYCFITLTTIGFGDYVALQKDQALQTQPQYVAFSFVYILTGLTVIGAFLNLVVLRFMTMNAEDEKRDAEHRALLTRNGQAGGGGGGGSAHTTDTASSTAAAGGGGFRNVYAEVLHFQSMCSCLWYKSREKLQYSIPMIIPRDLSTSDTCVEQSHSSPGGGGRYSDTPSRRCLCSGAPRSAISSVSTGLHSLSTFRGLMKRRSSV
RGS4 block: human RGS4 inhibition. B-score at 10 µM. HEK293 M3R/RGS4 inducible, Fluo-4 calcium flux; stronger effect = higher value; triggered by carbachol at its EC20. 310,000 compounds, 0.45% hits. P49798;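 active = B-score, a plate-corrected calcium signal, over three deviations above library mean, with baseline fluorescence within five deviations of library mean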;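 note: RGS4 expression induced by doxycycline in cells with stable M3 receptor; B-score is computed from the integrated fluorescence ratio over baseline after carbachol; higher B-score means a larger calcium signal and so more RGS4 inhibition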
Target sequence (P49798 whole entry, looked up): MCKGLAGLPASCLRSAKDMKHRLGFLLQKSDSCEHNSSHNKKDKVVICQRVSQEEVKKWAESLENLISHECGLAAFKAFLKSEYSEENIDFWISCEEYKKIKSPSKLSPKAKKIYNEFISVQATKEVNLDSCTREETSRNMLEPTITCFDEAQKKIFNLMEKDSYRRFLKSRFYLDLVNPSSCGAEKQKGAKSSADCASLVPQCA
hERG rescue: compounds protecting human hERG from proarrhythmic drug block; Q12809; CHO-hERG, FluxOR thallium flux, dofetilide IC70 present; activation (rescue from dofetilide block), less the hit threshold, % at 10 µM; 310,000 compounds, 0.51% hits; AID 1511;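 active = activation above the mean of controls blocked by dofetilide plus 5 SD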;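 note: thallium influx through hERG after potassium depolarization seen as dye fluorescence rise; in these data hits start at about 4.7%; inactives centre near -7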
KCNK9 block: inhibitors of human KCNK9 two-pore domain potassium channel; 310,000 compounds, 1.2% hits; HEK293 KCNK9, FluxOR thallium flux fluorescence; stronger effect = lower value; B-score at 10 µM;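 active = ratio B-score over 3 SD below the library mean, with starting fluorescence within 5 SD of its mean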;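 note: negative B-score means less thallium flux so channel inhibition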
Target sequence (Q9NPC2 whole entry, looked up, the tested form may be a part): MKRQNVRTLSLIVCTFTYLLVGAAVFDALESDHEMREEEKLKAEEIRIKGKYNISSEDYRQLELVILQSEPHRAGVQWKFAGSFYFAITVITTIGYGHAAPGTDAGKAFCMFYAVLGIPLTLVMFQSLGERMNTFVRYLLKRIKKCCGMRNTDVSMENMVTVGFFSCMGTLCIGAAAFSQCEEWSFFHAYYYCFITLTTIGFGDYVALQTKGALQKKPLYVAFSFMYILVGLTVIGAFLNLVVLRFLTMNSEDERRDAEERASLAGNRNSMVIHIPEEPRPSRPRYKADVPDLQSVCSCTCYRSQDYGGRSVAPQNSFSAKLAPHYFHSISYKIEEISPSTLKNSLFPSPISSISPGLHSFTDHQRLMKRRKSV
SKKanGAS inh: SKKanGAS growth inhibition | S. pyogenes SKKanGAS, kanamycin growth, BacTiter-Glo, 6 h | inhibition, % at 7.5 µM | 300,000 compounds, 1.3% hits | AID 1662;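 active = mean replicate score, as percent of positive control median, at least 50; inconclusive = mean below 50 but one replicate at or above 50; inactive = mean and every replicate below 50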;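 note: strain carries kanamycin resistance gene driven by streptokinase promoter and grows in 40 µg/ml kanamycin; loss of luminescence reflects streptokinase promoter inhibition or plain growth inhibition; 0% = median of DMSO wells and 100% = positive control at its reference dose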
TMEM16A act: activates or potentiates the mouse TMEM16A chloride channel | HEK293 TMEM16A/YFP-H148Q/I152L, iodide quench fluorescence; stronger effect = lower value | B-score at 10 µM | 340,000 compounds, 0.3% hits | AID 623877;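 active = fluorescence-ratio B-score plate-corrected deviation score at least 3 library SD below zero, with starting fluorescence score within 5 deviations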;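 note: channel opened by trigger with iodide after compound preincubation; score built on the fluorescence ratio of max minus min over baseline; more negative score means more quench and so TMEM16A activation or potentiation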
HDAC3 inhib: blocks human histone deacetylase 3. inhibition, % at 8.3 µM. 320,000 compounds, 0.15% hits. recombinant HDAC3, fluorogenic peptide/trypsin coupled, fluorescence. O15379. AID 2718; in the data active = inhibition above about 26%, passing the limit was not always enough; inconclusive = no clear call, values can overlap the other calls
TMEM16A inh: blocks the mouse calcium-activated chloride channel TMEM16A. Q8BHY3. HEK293 TMEM16A/YFP iodide influx fluorescence, ionomycin. normalized B-score (activity score, 25-100; higher = stronger inhibition) at 10 µM. 310,000 compounds, 1.2% hits. AID 588511;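 active = ratio plate-corrected score three or more library SD toward inhibition, starting fluorescence score within five deviations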;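 note: score derived from kinetic fluorescence span divided by baseline fluorescence per well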
KCNQ1 block: inhibitors of human KCNQ1 potassium channel; 310,000 compounds, 1.3% hits; P51787; B-score at 10 µM; CHO-K1 KCNQ1, FluxOR thallium flux fluorescence; stronger effect = higher value;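 active = compounds whose thallium flux B-score, printed positive for inhibition, exceeds three library SD while starting fluorescence stays within three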;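 note: channel opened by potassium depolarization with thallium stimulus after 20 min compound exposure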
KCNQ1 pot: potentiators or activators of human KCNQ1 potassium channel. P51787. CHO-K1 KCNQ1, thallium flux FluxOR fluorescence; stronger effect = higher value. B-score at 10 µM. 310,000 compounds, 0.35% hits;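 active = fluorescence ratio B-score, a plate-corrected score, at least three library SD, with initial intensity B-score within 5 SD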
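Assay system: stable KCNQ1 CHO-K1 line; medium: assay buffer, equal DMSO in all wells; timing: 90 min dye loading and 20 min compound exposure, both at room temperature; technique: kinetic FluxOR thallium fluorescence, 10-s 1-Hz baseline, 110-s post-stimulus read; read-out basis: B score of baseline-normalized fluorescence ratio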
Numbers without * were called inactive; i = inactive; ? = inconclusive; nt = not tested or not shown. Rows were taken by chance; 6.3% or so of the library scored in one or more.

SMILES	RGS4 act	KCNK3 block	RGS4 block	hERG rescue	KCNK9 block	SKKanGAS inh	TMEM16A act	HDAC3 inhib	TMEM16A inh	KCNQ1 block	KCNQ1 pot
COc1cc2c(cc1NC(=O)C(C)Sc1cccc[n+]1[O-])oc1ccccc12 (configuration not stated)	i	i	i	-14	i	-13	i	10	i	i	i
C=C1c2ccccc2S(=O)(=O)N(Cc2ccccc2)C1COCc1ccccc1 (configuration not stated)	i	i	i	-7	-6.9*	19	i	8	i	i	i
O=C(NCCN1CCCC1)C1CC(=O)N(C2CCCCC2)C1 (configuration not stated)	i	i	i	-5	i	-9	i	0	i	i	i
COc1nn(CC(=O)N2N=C(C)CC2(O)C(F)(F)F)cc1[N+](=O)[O-] (configuration not stated)	i	i	i	-3	i	1	i	0	i	i	i
CCCc1nnc(SCC(=O)N2CCCC(C)C2)n1CCCOC (configuration not stated)	i	i	i	-9	i	1	i	1	i	i	i
CCOC(=O)N1CCN(C(=O)c2ccc(Cl)c(S(=O)(=O)Nc3ccccc3)c2)CC1	i	i	i	1	i	-8	i	-4	i	i	i
Cc1sc2nc(CN(C(=O)NC3CCCCC3)C3CCCC3)[nH]c(=O)c2c1C	i	i	i	1	i	-2	i	4	i	i	i
CC(C)N(Cc1cc2ccccc2[nH]c1=O)C(=O)c1cccc([N+](=O)[O-])c1	i	i	i	-13	i	-5	i	10	i	i	i
O=C(Nc1ccc2c(c1)OCCO2)C1CCCN1C(=O)Nc1ccccc1 (configuration not stated)	i	i	i	-5	i	7	i	?	i	i	i
O=C(c1ccc(-n2cncn2)c([N+](=O)[O-])c1)N1CCN(S(=O)(=O)c2c(F)cccc2F)CC1	i	i	i	-6	i	4	i	1	i	i	i
COc1ccc(CC(=O)Nc2cc(C)ccn2)cc1	i	i	i	-7	i	-16	i	3	i	i	i
CC(=O)N1N=C2c3ccccc3CCC2C1c1ccc(F)cc1 (configuration not stated)	i	i	i	-2	i	41	i	-3	i	i	i
Cc1nn(-c2ccc(Cl)c(Cl)c2Cl)c(=O)c2ccccc12	i	i	i	-11	i	8	i	-3	i	i	i
CC(C)Cn1c2c(c(=O)[nH]c1=O)C(C(F)(F)F)(C(F)(F)F)N=C(CCC1CCCCC1)N2	i	i	i	-9	i	24	i	4	i	i	i
CCC12CN3CCN(CC(C3)/C1=N\NC(=O)c1ccc(C(C)(C)C)cc1)C2	i	i	i	-8	i	2	i	-14	i	i	i
CC(=O)CCCC(NS(=O)(=O)CCC(Cl)(Cl)Cl)c1ccccc1 (configuration not stated)	i	i	i	-8	i	-1	i	-1	i	i	i
CCC(=O)N1N=C(c2ccc(NS(C)(=O)=O)cc2)CC1c1ccc(C)cc1 (configuration not stated)	i	i	i	-10	i	nt	i	-86	i	i	i
CCOc1cc(S(=O)(=O)N2CCC(c3nc4ccccc4s3)CC2)c(OCC)cc1S(=O)(=O)N1CCCCC1	i	i	i	-6	i	5	i	nt	i	i	i
COc1nc2ccccc2nc1N1CCN(Cc2ccc3c(c2)OCO3)CC1	i	i	i	-14	i	2	i	nt	nt	i	i
Cc1ccccc1/C=N/NC(=O)Cc1ccc(Cl)cc1	i	i	i	-4	i	-1	i	-11	i	i	i
CCS(=O)(=O)N1CCC(C(=O)NCCc2ccccc2)CC1	i	i	i	3	i	-5	i	-14	i	i	i
Cc1ccc(CSCCNC(=O)CN(c2ccccc2)S(C)(=O)=O)cc1	i	i	i	-5	i	-1	i	1	i	i	i
Nc1ccc(C(=O)N/N=C/c2c[nH]c3ccccc23)cc1	i	i	i	-6	i	-3	i	5	i	i	i
Cc1ccc(NC(=O)Cn2cc(S(=O)(=O)c3ccc(C)cc3)c(=O)c3cc(F)ccc32)cc1	i	i	i	-3	i	14	i	14	i	i	i
Cc1cc(C)nc(NS(=O)(=O)c2ccc(N3C(=O)c4ccccc4C3=O)cc2)n1	i	i	i	-10	i	0	i	4	i	i	i
Cc1nc(-c2ccccc2)nc2[nH]c(-c3ccccc3)cc(=O)c12	i	i	i	-9	i	8	i	-2	i	i	i
O=C(c1ccc(Cl)cc1)c1c[nH]c(C(=O)NNc2cccc(Cl)n2)c1	i	i	i	-2	i	-4	i	-4	i	i	i
O=C(N1CCN(c2ccccc2F)CC1)C1(c2cccs2)CCOCC1	i	i	i	-8	i	-9	i	1	i	i	i
C/C(=N\NC(=O)c1cccc(S(=O)(=O)N2CCCC2)c1)c1cccs1	i	i	i	-7	i	-9	i	-4	i	i	i
O=C(COn1nnc2ccccc21)NCC1CCCCC1	i	i	i	-5	i	-2	i	1	i	i	i
CCC(CC)c1nnc(NC(=O)C2CSC3(C)CCC(=O)N23)s1 (configuration not stated)	i	i	i	-12	i	9	i	-4	i	i	i
CCOC(=O)c1ccc(-c2ccc(/C=N/NC(=O)c3cncc(Br)c3)o2)cc1	i	i	i	-7	i	5	i	6	i	i	i
O=C(CN1C(=O)C2C3C=CC(C3)C2C1=O)Nc1ccc2nccnc2c1 (configuration not stated)	i	i	i	-5	i	7	i	-2	i	i	i
O=C(OCC1OC(n2ncc(=O)[nH]c2=O)C(OC(=O)c2ccccc2)C1OC(=O)c1ccccc1)c1ccccc1 (configuration not stated)	-7.2*	i	i	-24	i	47	i	6	i	i	i
CC(C)CCNc1nc2ccccc2nc1NS(=O)(=O)c1cccs1	i	i	i	-10	i	-1	i	3	i	i	i
CNC(=O)COC(=O)c1ccc(OCC(=O)Nc2ccccc2OC)c(OC)c1	i	i	i	-7	i	3	i	1	i	i	i
C/C(=C\c1ccccc1)C(=O)NC1CCSC1=O (configuration not stated)	i	i	i	-7	i	-2	i	-2	i	i	i
Cn1nc(C(F)(F)F)c(/C=N/OC(=O)c2ccccc2Cl)c1SCc1ccccc1Cl	i	i	i	-14	-10*	24	i	3	i	i	i
CSc1ccc(C(=O)NCC(=O)O)cc1[N+](=O)[O-]	i	i	i	-11	i	-1	i	-9	i	i	i
O=[N+]([O-])c1ccc(Sc2n[nH]c(-c3ccccc3)n2)nc1	i	i	i	-2	i	-6	i	-1	i	i	i
O=C(Oc1ccc(C(=S)N2CCCCC2)cc1)c1ccccc1	i	i	i	-5	i	9	i	-5	i	i	i
COc1cccc(CNC(=O)CCS(=O)(=O)c2cccc3nsnc23)c1	i	i	i	-3	i	-3	i	-3	i	i	i
OCC1(CCOc2ccccc2)CCN(Cc2ccccc2OC(F)F)CC1	i	i	i	-6	i	-3	i	-3	i	i	i
CCOC(=O)C(=Cc1ccc(OCc2ccc([N+](=O)[O-])cc2)c(OC)c1)C(=O)OCC	i	i	i	-7	i	-1	i	8	i	i	i
CN(CCOC(=O)c1cccc(F)c1)Cc1ccccc1	i	i	i	1	i	0	i	-4	i	i	i
O=C(c1ccccc1F)N1CCN(c2ccc([N+](=O)[O-])c(NCc3cccnc3)c2)CC1	i	i	i	-12	i	17	i	6	i	i	i
COc1ccc(-c2cc3ccc(OCc4nn[nH]n4)cc3oc2=O)cc1	i	i	i	-17	i	-11	i	-203	i	i	i
O=C(Nc1c2c(nn1-c1ccc([N+](=O)[O-])cc1)CS(=O)(=O)C2)c1ccccc1F	i	i	i	-7	i	-3	i	0	i	i	i
Cc1ccc(S(=O)(=O)N2CCN=C2SCc2ccccc2)cc1	i	i	i	-5	i	4	i	0	i	i	i
CCOc1cc(/C=N/NC(=O)CCCC(=O)NC2CCCCC2)ccc1O	i	i	i	-4	i	4	i	4	i	i	i
CC/C(=N\NC(=O)c1nnn(-c2nonc2N)c1-c1cccs1)c1ccccc1	i	i	i	4	i	1	i	2	i	i	i
COc1cccc(-c2nnn(CC(=O)Nc3cc(OC)c(NC(=O)c4ccco4)cc3OC)n2)c1	i	i	i	-6	i	19	i	-21	i	i	i
COc1cccc(/C(C)=N/NC(=O)Cc2c(C)[nH][nH]c2=O)c1	i	i	i	-5	i	-1	i	0	i	i	i
Cc1ccc(NC2SC(=O)N(Cc3cccc(C(=O)O)c3)C2=O)c(C)c1 (configuration not stated)	i	i	i	-12	i	-13	i	nt	i	i	i
COc1ccc(C(=O)N/N=C/c2ccccc2C(=O)O)cc1OC	i	i	i	-5	i	-5	i	0	i	i	i
Cc1cccc(NC(=O)CCCCCN2C(=O)c3ccccc3C2=O)n1	i	i	i	-7	i	0	i	8	i	i	i
COC(=O)c1ccc(NC(=O)C2C3C=CC(O3)C2C(=O)O)cc1 (configuration not stated)	i	i	i	-3	i	3	i	6	i	i	i
Cc1cc(N2C(=O)CCC2=O)n(-c2ccccc2)n1	i	i	i	-4	i	1	i	nt	i	i	i
CC[C@@]12C(=O)N(c3cccc(Br)c3)C(=O)N1[C@H](c1ccc(Cl)cc1)[C@@H]1C(=O)N(C3CCCCC3)C(=O)[C@@H]12	i	i	i	-4	i	0	i	?	i	i	i
Nc1nnc(SCC(=O)NCCNC(=O)CSc2nnc(N)s2)s1	i	i	i	-1	i	-13	i	-2	i	i	i

Next results follow.
SMILES	RGS4 act	KCNK3 block	RGS4 block	hERG rescue	KCNK9 block	SKKanGAS inh	TMEM16A act	HDAC3 inhib	TMEM16A inh	KCNQ1 block	KCNQ1 pot
C=CCOC(=O)C1=C[C@H](c2csc3ccccc23)C[C@H](OCCCCO)O1	i	i	i	-5	i	18	i	-5	i	i	i
Nc1nc(NC(=O)c2cccs2)nn1-c1ccccc1	i	i	i	-1	i	-2	i	1	i	i	i
Cc1cc(NC(=O)c2ccccc2)n(-c2ccccc2)n1	i	i	i	-15	i	nt	i	-2	i	i	i
COc1cc(CNS(=O)(=O)c2ccc3c(c2)CC(C)N3C(=O)C2CCC2)cc(OC)c1OC (configuration not stated)	i	i	i	-9	i	-4	i	7	25*	i	i
COc1ccc(C2c3c(-c4ccccc4)n[nH]c3C(=O)N2c2ccc(C(=O)O)cc2)cc1 (configuration not stated)	i	i	i	-5	i	19	i	-1	i	i	i
CN(C)S(=O)(=O)N1CCN(S(=O)(=O)c2ccccc2)CC1	i	i	i	-9	i	-13	i	0	i	i	i
Cc1[nH]c2ccc(C(=O)NCCN3CCCCCC3)cc2c1C	i	i	i	-8	i	-2	i	7	i	i	i
